TSG101-PTAP inh: blocks PTAP/TSG101 interaction to inhibit HIV-1 budding. Fluorescence polarization, FITC-PTAP peptide / Tsg101 binding. Potency, µM (top dose mostly 115 µM), without a hit: at the highest dose activity change, negative = inhibition, usual class: inhibitors. 340,000 tested, under 10 active. AID 493005; active = well fitted inhibition curve with a large enough effect in the main read-out, with a control signal flat, not every such curve was filed as active; inconclusive = small, poorly fitted or top-dose-only effect, or effect the other way, or a change in a side signal; inactive = no such curve, though single readings can be large or run the other way; note: potency is the fitted concentration of half-maximal effect; % of control where 0% means no effect
Target sequence (Q99816 whole entry, looked up): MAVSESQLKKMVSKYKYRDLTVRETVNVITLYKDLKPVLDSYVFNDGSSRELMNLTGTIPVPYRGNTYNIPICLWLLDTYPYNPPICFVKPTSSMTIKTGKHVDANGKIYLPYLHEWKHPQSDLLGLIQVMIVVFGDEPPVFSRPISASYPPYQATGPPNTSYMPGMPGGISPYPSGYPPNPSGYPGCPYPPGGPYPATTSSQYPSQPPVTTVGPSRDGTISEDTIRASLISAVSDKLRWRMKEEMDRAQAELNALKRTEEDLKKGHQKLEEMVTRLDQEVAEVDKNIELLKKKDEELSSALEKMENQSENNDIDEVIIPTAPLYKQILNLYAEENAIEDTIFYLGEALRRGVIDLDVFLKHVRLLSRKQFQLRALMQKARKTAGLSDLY
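Fluorescence polarization binding of Tsg101 binding domain (10 uM final) to FITC-labeled PTAP peptide (50 nM final) in HEPES pH 7.5 buffer with NaCl, Tween 20, EDTA, TCEP. Compounds added before peptide; binding 20 min at RT.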
Eya2 phos inh: blocks the phosphatase activity of human Eya2. O00167. Potency, µM (highest dose often 76.9 µM), for inactives: at the highest dose activity, negative = inhibition, hits mostly inhibitors. AID 488837. actives 0.006% (n = 330,000). recombinant Eya2, OMFP fluorescence dephosphorylation (OMFP is methylfluorescein phosphate); note: potency is the fitted concentration of half-maximal effect; % is set by controls: 0 for no effect and ±100 for the full control effect
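Eya2 (0.2 uM) preincubated 10 min at ambient with compound, then OMFP substrate added at 50 uM; 10 min reaction in 50 mM HEPES pH 7.5, 50 mM NaCl, 5 uM MgCl2, 0.05% BSA, 1 mM DTT. Fluorescence read at Ex 485/Em 525 nm.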
ELG1 genotox: inducers of genotoxicity in HEK293T ELG1-luciferase cells | HEK293T ELG1-luciferase reporter, luminescence, 16 h | Potency, µM (titrated, usually from 46 µM), for inactives: at the highest dose activity change, positive = activation, actives largely listed as activators | actives 1.3% (n = 330,000); note: potency is the fitted concentration of half-maximal effect; % of control where 0% means no effect; nearly all actives have a fitted effect of over 60% in size
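Step 1: seed 2,000 HEK293T ELG1-luciferase cells per well. Step 2: add compound or DMSO, incubate 16 hr at 37 °C. Step 3: ONE-Glo, 30 min at room temperature, read luminescence.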
BRCA1 expr act: BRCA1 expression activation | actives 1.1% (n = 380,000) | Potency, µM (top dose mostly 46.1 µM), for the others: top-dose activation, most hits filed as activators | AID 624202 | MCF7-BRCA1-FFLuc reporter, luminescence, 48 h; response scale: scaled: vehicle 0%, 10 µM genistein 100%; note: potency is the fitted concentration of half-maximal effect; nearly all actives have a fitted effect of over 80% in size; some results filed as inactive show a strong effect at the top dose
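MCF7 cells carrying a BRCA1-firefly luciferase reporter (2000 cells/well, phenol-red free MEM) were attached for 2 h at 37 °C, then given compounds for 48 h. Luminescence was read 15 min after luciferase reagent; activity normalized to genistein (10 microM) and DMSO.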
TRPV1 ag: agonists of human vanilloid receptor 1 (TRPV1). activation, % at 8.33 µM. actives 0.19% (n = 320,000). Q8NER1. AID 540275. TRPV1-expressing cells, Fluo-8 calcium influx, agonist mode; in the data active = activation above about 80%; inconclusive = between about 30% and that limit; note: 0% is about no effect
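TRPV1-expressing cells were cultured overnight at 35.5C and loaded with Fluo-8 calcium dye for 40 to 90 min at room temperature. After a 10 s baseline, compound was added and calcium influx was read kinetically for 3 min (ex 480/em 520 nm).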
p53 reactivation: mutant p53 re-activation in reporter cells | H1299 p53-A138V BP100-luciferase reporter, luminescence, 24 h | Potency, µM (doses to about 92.2 µM), for inactives: at the highest dose activity change, positive = activation, most hits filed as activators | actives 0.063% (n = 320,000) | AID 504706; note: potency is the fitted concentration of half-maximal effect; % of control where 0% means no effect; nearly all actives have a fitted effect of over 45% in size
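p53-null H1299 cells stably carrying temperature-sensitive p53-A138V and a BP100-luciferase reporter were pinned with compounds (4-point, 1:5 series) and held 24 hrs at 37 deg C. Luminescence was read 10 min after detection reagent.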
S-ASM inh: human S-ASM enzyme inhibition; placental ASM, HMU-PC fluorogenic substrate, 60 min; Potency, µM (top dose mostly 57.5 µM), without a hit: at the highest dose activity change, negative = inhibition, hits mostly inhibitors; actives 0.006% (n = 340,000); AID 504937; P17405; note: potency is the fitted concentration of half-maximal effect
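Human placenta-derived ASM enzyme was preincubated with compound for 10 minutes at room temperature, then given fluorogenic substrate HMU-PC0 (9 uM final) for 60 minutes at 37 °C; a pH 10 stop preceded fluorescence reading at Ex 386/Em 447 nm.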
uPA generation: blocks generation of uPA at the cell surface | actives 0.31% (n = 330,000) | cell surface uPA generation assay, qHTS | Potency, µM (titrated, usually from 38.3 µM), for inactives: at the top dose activity change, negative = inhibition, actives largely listed as inhibitors; active = well fitted inhibition curve with a large enough effect; inconclusive = small, poorly fitted or top-dose-only effect; inactive = no such curve, though single readings can be large or run the other way; tested in mouse RAW 264.7 cells; note: potency is the fitted concentration of half-maximal effect; % is set by controls: 0 for no effect and ±100 for the full control effect; nearly all actives have a fitted effect of over 55% in size
a7 integrin act: activators of alpha7 integrin expression for muscular dystrophy; alpha7betagal myoblasts, beta-gal FDG fluorescence, 48 h; Potency, µM (series often up to 38.3 µM), for inactives: at the highest dose activation, actives largely listed as activators; actives 0.064% (n = 350,000); AID 624291;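 note: potency is the fitted concentration of half-maximal effect; 100% = response of the positive control SU9516; nearly all actives have a fitted effect of over 60% in size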
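alpha7betagal+/- myoblasts (passage 13, 250/well) treated 48 h at 37C with compounds at 1:260 dilution of DMSO stock. Lysed, then beta-galactosidase activity read as FDG fluorescence (ex 480/em 540) after 30 min, with pre-read for autofluorescence.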
USP2a block: USP2a (human) protease inhibition | O75604 | USP2 core, Ub-CHOP2 coupled fluorogenic reporter, 485/531 | Potency, µM (highest dose often 38.3 µM), inactives show at the highest dose activity change, negative = inhibition, actives largely listed as inhibitors | actives 0.01% (n = 330,000) | AID 463254;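 note: potency is the fitted concentration of half-maximal effect; plate controls were DMSO wells for no effect and full inhibition by NEM control for full effect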
Target sequence (O75604 whole entry, looked up): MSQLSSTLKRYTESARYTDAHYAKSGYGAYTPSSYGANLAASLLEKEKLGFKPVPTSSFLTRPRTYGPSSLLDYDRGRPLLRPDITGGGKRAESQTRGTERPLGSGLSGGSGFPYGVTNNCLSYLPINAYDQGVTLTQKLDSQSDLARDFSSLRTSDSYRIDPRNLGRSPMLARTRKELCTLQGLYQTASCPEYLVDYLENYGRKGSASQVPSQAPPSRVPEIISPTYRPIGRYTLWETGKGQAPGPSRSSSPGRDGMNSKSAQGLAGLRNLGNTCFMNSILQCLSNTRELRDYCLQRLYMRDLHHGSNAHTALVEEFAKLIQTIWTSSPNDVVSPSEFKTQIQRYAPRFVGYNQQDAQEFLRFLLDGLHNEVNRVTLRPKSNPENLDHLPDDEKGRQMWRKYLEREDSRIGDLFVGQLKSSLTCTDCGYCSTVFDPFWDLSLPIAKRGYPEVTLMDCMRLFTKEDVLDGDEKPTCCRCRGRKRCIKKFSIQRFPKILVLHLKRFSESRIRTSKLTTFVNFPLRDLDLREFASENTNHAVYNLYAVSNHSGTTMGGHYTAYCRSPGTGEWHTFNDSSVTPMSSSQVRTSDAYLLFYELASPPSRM
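Deubiquitinase activity read as fluorescence (485/531 nm) after Ub-CHOP2 cleavage activates the enterokinase reporter on its substrate; USP2 core 10nM, Ub-CHOP2 and substrate 25nM each, 30min compound preincubation then 60min RT; data normalized to NEM, curves fitted.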
B2AR arrestin: recruits beta-arrestin to the human beta2-adrenergic receptor. Potency, µM (series often up to 46.1 µM), for inactives: top-dose activation, actives largely listed as activators. P07550. AID 492947. actives 0.02% (n = 330,000). beta-arrestin recruitment to beta2AR, cell-based reporter;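 note: potency is the fitted concentration of half-maximal effect; 0% = DMSO controls and full agonism = EC100 isoproterenol or metaproterenol; nearly all actives have a fitted effect of over 65% in size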
Starred values were filed as active, the others as inactive; ? = inconclusive; . = not tested or not shown; [ ] = another dose, or the depositor's remark. Unless noted, calls come from the whole dose curve; as a rule, active = well fitted curve in the direction sought with a large enough effect; inconclusive = small, poorly fitted or top-dose-only effect, or another doubt; inactive = no such curve, though single readings can be large; an effect the other way counts as inactive or inconclusive.

no.	SMILES	TSG101-PTAP inh	Eya2 phos inh	ELG1 genotox	BRCA1 expr act	TRPV1 ag	p53 reactivation	S-ASM inh	uPA generation	a7 integrin act	USP2a block	B2AR arrestin
1	CCOc1ccc(N2C(=O)CC(SC(=NC)Nc3cccc(F)c3)C2=O)cc1 (stereo not drawn)	-1%	0%[15.4 µM]	-4%	-4%	8	-6%	-11%	9%	?	-2%	-0.3%
2	COc1ccc(CCNC(=O)COC(=O)c2sc(C)nc2C)cc1	-5%	21%	-1%	2%	-1	-6%	-5%	-11%	1%	-2%	-0.1%
3	CCOc1ccc(CNc2nc3ccccc3n2CCN2CCOCC2)cc1	0%	6%	0%	0%	5	-1%	1%	2%	7%	1%	-1.1%
4	CCOc1ccc(C(=O)NCC(=O)Nc2cc(C)ccn2)cc1OCC	-3%	-5%	8%	-5%	2	?	2%	1%	0%	0%	0.2%
5	O=C(O)c1ccc(NS(=O)(=O)c2ccc(N3C(=O)CCC3=O)cc2)cc1	2%	-10%	0%	10%	-1	0%	3%	2%	-22%	-1%	0.4%
6	COc1ccc(C2C(C(C)=O)=C(O)C(=O)N2c2ccc(Br)cc2)cc1 (stereo not drawn)	-22%	1%	3%	-1%	27	-19%	10%	-12%	22%	-3%	0.3%
7	Cc1ccc(/C(N)=N/OC(=O)c2ccc(C)cc2Cl)cc1	-1%	-1%	?	?	6	.	4%	-8%	0%	2%	0.4%
8	CN(C)CCCOC(=O)C1c2ccccc2Oc2ccccc21	-10%	18%	0%	-18%	2	-1%	-1%	1%	?	1%	-0.1%
9	COCCOC(=O)c1c(C)oc2ccc(OC(=O)c3cccs3)cc12	-5%	15%	17%	48%	16	?	-5%	2%	15%	-8%	-0.7%
10	COc1cc(C=C2C(=O)OC(c3ccccc3)OC2=O)cc(Br)c1O (stereo not drawn)	-4%	-4%	-10%	0%	2	-2%	3%	3%	8%	5%	-0.4%
11	CSCCC(NC(N)=O)C(=O)N(C)CC(=O)Nc1ccc(C)cc1 (stereo not drawn)	-5%	-6%	3%	1%	-2	1%	3%	1%	0%	-2%	0.0%
12	CCCN1CCN(C(=S)Nc2ccc(SC(F)F)cc2)CC1	-1%	19%	1%	0%	5	4%	5%	-4%	19%	11%	0.5%
13	CCCn1nnc(NC(=O)c2cccc(OCC)c2)n1	0%	9%	18µM*	95%	.	?	2%	-3%	-16%	0%	-0.5%
14	C=CCn1c(CCCOc2ccc(Cl)cc2Cl)nnc1SCC(=O)Nc1nccs1	-2%	-36%	-3%	1%	-3	-3%	-9%	-1%	-19%	3%	0.0%
15	NC(=O)C1CCN(C(=S)NC2CC3C=CC2C3)CC1 (stereo not drawn)	-1%	-3%	1%	2%	15	1%	-2%	-1%	18%	-1%	-0.3%
16	Cc1c2cnn(CC(=O)NCCN3CCOCC3)c(=O)c2c(C)n1Cc1ccc(F)cc1	-6%	-2%	3%	-8%	-5	10%	3%	-3%	-15%	0%	0.0%
17	Cc1ccc(-n2nc3c(c2NC(=O)CC(C)C)CS(=O)(=O)C3)cc1	-2%	-5%	-3%[9.26 µM]	11%	7	-5%	2%	-13%	-8%	4%	0.5%
18	COc1ccc(N2CCN(c3n[nH]c(N)n3)CC2)cc1	-1%	2%	-1%	37%	-3	-12%	1%	1%	7%	1%	-1.0%
19	COc1ccc(C/C(=N\OC(C)=O)c2ccc(OC)cc2)cc1	1%	11%	1%	93%	-3	0%	-2%	1%	-23%	-1%	-0.7%
20	CCN(CC(=O)NCc1ccc(F)cc1)C(=O)COc1ccc(C)c(C)c1	0%	3%	0%	3%	9	3%	-1%	4%	12%	5%	1.7%
21	CCCCOC(=O)/C(=C\c1ccc([N+](=O)[O-])o1)NC(=O)c1ccccc1	-15%	9%	0%	-35%	9	?	-4%	2%	-7%	4%	-0.4%
22	O=C(Nc1ccc(N2CCOCC2)cc1)c1cccc(S(=O)(=O)N2CCCCCC2)c1	2%	23%	-2%	-26%	-7	-1%	3%	-28%	12%	-5%	-0.2%
23	CC1Cc2ccccc2N1S(=O)(=O)c1cccc(C(=O)c2nccn2C)c1 (stereo not drawn)	-9%	-6%	0%	-44%	?	7%	-2%	-8%	-48%[inhibitor]	-2%	0.0%
24	O=C(NN=C1CCCC1)c1cc(-c2ccc(F)cc2)nc2ccccc12	-5%	9%	7%	-29%	3	5%	4%	-5%	4%	-2%	0.0%
25	CCOC(=O)[C@H]1[C@H]2COc3ccc(Br)cc3[C@@H]2N2C(=O)CN(Cc3ccc(C)cc3)C(=O)[C@@]12C	-3%	-7%	-8%	-40%	16	-14%	-4%	-30%	11%	0%	0.4%
26	COc1cccc(/C=C/C(=O)NCc2cn3cc(Cl)ccc3n2)c1OC	-6%	-3%	2%	-6%	?	-6%	-4%	-3%	-2%	-4%	-0.1%
27	COc1ccc(CNC(=O)c2noc(C(C)C)c2[N+](=O)[O-])cc1	-4%	0%	1%	15%	13	0%	-2%	-3%	-28%	1%	-0.9%
28	CC(C)NCCCOc1ccc(C(C)(C)c2ccccc2)cc1	-9%	1%	-3%	-30%	0	3%	1%	1%	-35%	3%	0.2%
29	O=c1ccc2cc3ccoc3cc2o1	-1%	-12%	6%	1%	4	.	19%	-13%	-2%	-1%	0.0%
30	CC1Cc2ccccc2N1C(=O)CN1CCC(n2nnc3cc(C(F)(F)F)ccc32)CC1 (stereo not drawn)	-9%	0%	-24%	-49%	-6	2%	-1%	-2%	-26%	-1%	-0.7%
31	O=C(NC1CCN(Cc2ccccc2)CC1)c1cccc(NS(=O)(=O)c2ccc(Br)cc2)c1	-8%	.	.	-12%	.	.	-2%	-18%	-15%	.	.
32	Cc1nn(Cc2ccccc2)c(Cl)c1/C=N/NC(=O)CNc1cccc(C(F)(F)F)c1	-1%	-15%	0%	-11%	11	-7%	-11%	-1%	-19%	2%	0.8%
33	COc1ccc(N2CCN(C(CNC(=O)CC(C)(C)C)c3ccc4c(c3)OCO4)CC2)cc1 (stereo not drawn)	1%	11%	-4%	16%	-2	-1%	3%	0%	19%	2%	-1.0%
34	COc1ccccc1NC(=O)O/N=C(\N)c1ccccc1	-3%	3%	-2%	-10%	-3	2%	1%	3%	-3%	0%	-0.2%
35	Cc1ccccc1NC(=O)Nc1cc(-c2ccccc2)nn1C	-1%	-5%	7%	70%	6	2%	6%	6%	-3%	0%	-0.5%
36	CCCCS(=O)(=O)C1CCS(=O)(=O)C1 (stereo not drawn)	-1%	-1%	1%	-2%	1	15%	1%	-1%	-5%	-1%	-0.3%
37	CCOc1cc(C(=O)OCC(=O)Nc2cccc(S(=O)(=O)NC3=NCCCCC3)c2)cc(OCC)c1OCC	-3%	-16%	-6%	-32%	.	1%	0%	1%	-41%	2%	0.2%
38	O=C(CN(c1cccc(Cl)c1)S(=O)(=O)c1ccccc1)NN=C1CCCC1	-2%	-12%	-2%	4%	4	-4%	0%	8%	9%	1%	-0.3%
39	CN(CC(=O)Nc1cccc(F)c1)C(=O)c1ccc(OCC2CCCO2)cc1 (stereo not drawn)	.	7%	-6%	-3%	6	.	0%	14%	22%	1%	-0.3%
40	N#CCCn1nc(-c2ccc([N+](=O)[O-])cc2)cc1Nc1ccccc1NC(=O)C(F)(F)F	-3%	1%	-9%	-61%	4	-22%	-2%	-3%	15%	4%	-0.6%
41	COc1cc2c(cc1NC(=O)CSCC(=O)O)oc1ccccc12	-8%	7%	-1%	-12%	-2	2%	8%	-4%	5%	0%	0.5%

Assay outcomes from PubChem.

Rows were taken by chance; 2.6% or so of the library scored in one or more.
